Source: PubChem BioAssay (Broad Institute)
CD40 NFkB inh: inhibitors of CD40-induced NF-kB signaling, primary screen, BL2 cells, luciferase reporter, single point; inhibition, % at 10 µM; AID 1053188, 2014; CD40L-induced, 4 h; 83,000 compounds, 0.94% hits;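 active means mean inhibition of at least 50% with a set share of replicates also reaching that level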;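 further: 0% = neutral control wells and 100% = IKK inhibitor VII at 50 µM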
* = called active by the depositor; & = joins results of further samples; [ ] = dose if it differs, or a comment.

SMILES	CD40 NFkB inh
COc1ccccc1CN1CC(C(=O)NCCCCc2ccccn2)CCC1=O (stereo unspecified)	4
COc1ccc(NC(=O)Nc2ccc3c(c2)[C@H]2C[C@@H](CC(=O)NCC(F)(F)F)O[C@@H](CO)[C@H]2O3)cc1	-7[25 µM]
O=C(O)c1ccc(OCCn2ccnc2)cc1	-4
CC1CCCN(CC(=O)Nc2cc(S(=O)(=O)N3CCOCC3)ccc2N2CCCC2)C1 (stereo unspecified)	-16
C/C=C/c1ccc([C@H]2[C@@H](CO)N(C(C)=O)[C@@H]2CN(CCOC)C(C)=O)cc1	-8[25 µM]
CSc1nnc(Cc2sc(-c3ccccc3)nc2-c2ccccc2)o1	-24
O=[N+]([O-])c1ccc(N2CCCC2)cc1NC1CC1	1
Cc1noc(C)c1S(=O)(=O)Nc1ccc2c(c1)C(=O)N([C@@H](C)CO)C[C@@H](C)[C@@H](CN(C)C(=O)Nc1cccc3ccccc13)OCCCC[C@@H](C)O2	23[25 µM]
Cc1cc(C)cc(OCC(=O)OCC(=O)N2CCc3ccccc32)c1	5
COc1cc(OC)cc(C(=O)NCC(=O)OCC(=O)C(C)(C)C)c1	6
Cc1nn(Cc2ccccc2)c(C)c1/C=N/NC(=O)CNc1cccc(C(F)(F)F)c1	9
CO[C@H](CN(C)Cc1cc(F)ccc1F)[C@@H](C)CN([C@H](C)CO)S(=O)(=O)c1ccc(F)cc1	-5
Cc1ccc(C(=O)Nc2ccccc2C(=O)NC(CC(=O)O)C(=O)O)cc1 (stereo unspecified)	-18
Cc1nn(CC(=O)Nc2ccc3c(c2)nc(CN2CCCC2)n3C)c(=O)c2ccccc12	5
CC(=O)c1ccc(NC(=O)C(C)N2CCN(C/C=C/c3ccccc3)CC2)cc1 (stereo unspecified)	8
CN=C(NC#N)NCCSCc1csc(N=C(N)N)n1	1[25 µM]
O=C(NCc1ccco1)c1cccs1	6
Cc1ccc(S(=O)(=O)Oc2ccccc2)cc1	-3
CCOC(=O)c1c(C)[nH]c(C(=O)CN2CCOCC2)c1C	-1
O=C(c1ccccc1F)N1CC[C@@H]2[C@@H](CO)Nc3ccc(-c4ccccc4)cc3[C@@H]21	7
CN(C)C(=O)c1ccc(-c2ccc3c(c2)[C@H]2[C@H](CCN2C(=O)C2CC2)[C@H](CO)N3C)cc1	-8
N#Cc1c(N)n(CCNC(=O)c2ccccc2)c2nc3ccccc3nc12	0
CCOC(=O)c1c(NC(N)=O)sc(C)c1C	25
Cc1noc(C)c1CSc1nc2ccccc2s1	-12
c1cnc(NCCNc2ncccn2)nc1	0
CCN(CC(=O)NCc1cccs1)C(=O)c1ccc(OC)c(OC)c1	5
O=C(Cc1ccncc1)NCC[C@@H]1CC[C@@H](NS(=O)(=O)c2ccccc2Cl)[C@H](CO)O1	-11[25 µM]
CC1CCN(S(=O)(=O)c2ccc(NC(=O)CN3CCOCC3)cc2)CC1	2
O=C1c2ccccc2C(O)N1Cc1ccc2c(c1)OCO2 (stereo unspecified)	2
COc1cccc(-c2cccc(NC(=O)C3CCN(CCCn4cccn4)CC3)c2)c1	6
CCC(O)(CC)C(=O)N=Nc1c(O)[nH]c2ccccc12	-4
C[C@@H]1CN([C@@H](C)CO)C(=O)c2ccccc2-c2ccccc2CO[C@H]1CN(C)C(=O)Nc1ccc(F)cc1	-11
COc1ccc(C#Cc2ccc([C@@H]3[C@H](CO)N4CCCCN(S(=O)(=O)c5cn(C)cn5)C[C@@H]34)cc2)cc1	41[25 µM]
O=C(CCNC(=O)c1ccccc1)NCc1ccccc1F	4
CC(C)(C)C1CCC2(CC1)NC(CO)(CO)CO2 (stereo unspecified)	9
CCc1nnc(NC(=O)CCS(=O)(=O)c2ccc(C)cc2)s1	7
COc1ccc(NC(=O)N2C[C@@H](O)COC[C@H]3O[C@@H](CC(=O)N4CCCCC4)CC[C@@H]32)cc1	-6[25 µM]
O=C1c2ccccc2C(=O)c2c1cccc2N1CCCC1	-31
CCN(CC(=O)Nc1c(F)cccc1F)C(=O)Cc1csc(-c2ccc(OC)c(OC)c2)n1	-3
Cc1c(C#N)c(NC(=O)CCl)n(Cc2ccc(F)cc2)c1C	3
O=C(Oc1ccccc1N1CCOCC1)c1sccc1Br	-5
O=C(O)CNC(=O)c1ccc(OC(F)F)cc1	7
Cc1ccccc1OCC(=O)Nc1ccc2c(c1)Cc1ccccc1-2	7
CC1(C(=O)NS(=O)(=O)c2cccs2)CCN1C(=O)C1CC1 (stereo unspecified)	3
COc1ccccc1CN1CC[C@@H]2[C@H]1c1cc(-c3cccc(C(=O)N(C)C)c3)ccc1N[C@@H]2CO	-15[25 µM]
O=C(O)CNC(=S)N(Cc1ccccc1Cl)C1CCCC1	15
CCc1noc(C)c1C(=O)Nc1cc(Cl)ccc1N1CCOCC1	3
CCOC(=O)C1(Cc2ccccc2)CCN(Cc2csc(C(C)=O)c2)CC1	6
OC[C@H]1[C@@H](c2ccccc2)C2(CN(Cc3ccccn3)C2)N1Cc1cncnc1	-11[25 µM]
C[C@H]1CN([C@@H](C)CO)C(=O)CCCn2cc(nn2)CO[C@@H]1CN(C)C(=O)c1cc(-c2ccccc2)on1	-2[25 µM]
O=C(CN1CCc2ccccc2C1)Nc1cccc(S(=O)(=O)N2CCCC2)c1	6
N#C[C@@H]1[C@H](c2ccccc2-c2ccccc2)[C@@H](CO)N1C(=O)Cc1ccccc1	3[25 µM]
O=C(c1cccs1)N1CCN(C23CC4CC(CC(C4)C2)C3)CC1	3
Cn1cc2cc([N+](=O)[O-])ccc2n1	16
O=C(c1cnccn1)N1CC(=O)N2[C@H](C1)[C@H](c1ccc(C#CC3CCCC3)cc1)[C@@H]2CO	-3
CCOC(=O)c1cc(C(C)(C)C)oc1CN	8
Cc1ccc(NC(=O)NC2CC(=O)N(c3ccc4c(c3)OCCO4)C2)cc1C (stereo unspecified)	6
Brc1ccc2ncc(Br)cc2c1	7
Cc1ccc(S(=O)(=O)N2CCOCC2)cc1C(=O)c1nccn1C	15
COc1c2occc2c(OC)c2c(=O)cc(C(F)(F)C(F)(F)F)oc12	-5

Fetched by compound from above:
SMILES	CD40 NFkB inh
O=C(CN1CCc2ccccc2C1)Nc1cccc(S(=O)(=O)N2CCCC2)c1	6
CCOC(=O)c1cc(C(C)(C)C)oc1CN	8
N#C[C@@H]1[C@H](c2ccccc2-c2ccccc2)[C@@H](CO)N1C(=O)Cc1ccccc1	3[25 µM]
COc1c2occc2c(OC)c2c(=O)cc(C(F)(F)C(F)(F)F)oc12	-5
CCc1noc(C)c1C(=O)Nc1cc(Cl)ccc1N1CCOCC1	3
CCOC(=O)C1(Cc2ccccc2)CCN(Cc2csc(C(C)=O)c2)CC1	6

Further records
SMILES	CD40 NFkB inh
Cc1noc(C)c1NC(=O)Nc1ccc2c(c1)C(=O)N(C)[C@@H]1CC[C@H](CC(=O)N[C@@H]3CCN(Cc4ccccc4)C3)O[C@H]1CO2	-3[25 µM]
CC1CCN(CCOc2cc(Cl)ccc2Cl)CC1	0
Cc1ccc(S(=O)(=O)Nc2ccc3ccccc3c2)cc1	2
O=C(c1ccncc1)N1CCN(S(=O)(=O)c2cccc(Cl)c2)CC1	-9
Cc1sc2nc(CSCC(=O)N(C)CC(=O)Nc3ccc(F)cc3)[nH]c(=O)c2c1C	3
Cc1ccc(-c2ccc([C@H]3[C@@H](CO)N4CCCCN(S(=O)(=O)c5ccccc5C)C[C@H]34)cc2)cc1	16
CNS(=O)(=O)c1cc(OC)c(OC)cc1CC(=O)OC	-1
CCc1nc(NCCC(C)C)c(C#N)c2c1CCCC2	3
COc1cccc(-c2ccccc2[C@H]2[C@@H](CO)N(C(=O)Cc3ccccc3)[C@H]2C#N)c1	9[25 µM]
Cc1cc(NC(=O)COC(=O)[C@H](Cc2ccccc2)NC(=O)c2ccco2)no1	-1
CCN(CC)c1ccc(S(=O)(=O)N2CCOCC2)cc1NC(=O)CSc1ccccc1	-9
C[C@@H]1CN([C@@H](C)CO)C(=O)CCCn2nncc2CO[C@H]1CN(C)C(=O)Nc1ccc2c(c1)OCO2	-15
OCCNCC1(O)C2CC3CC(C2)CC1C3 (stereo unspecified)	9
O=C1c2ccccc2C(=O)N1CC(O)COCc1ccccc1 (stereo unspecified)	20
CC1(C)Cc2cccc(OCC(=O)Nc3nccs3)c2O1	15
CCOC(=O)COc1ccc2c(C#N)c3ccccn3c2c1	4
O=C(NC[C@H]1[C@H](c2ccccc2)[C@H](CO)N1CC1CCCC1)c1ccncc1	-4[25 µM]
c1ccc2n[nH]nc2c1	8
CCN(C(=O)COC(=O)Cc1c[nH]c2ccccc12)C1CCS(=O)(=O)C1 (stereo unspecified)	2
O=C(/C=C/c1ccc([N+](=O)[O-])cc1)OCC(=O)N1CCCC1	-2
O=C(Nc1nncs1)c1ccccc1NS(=O)(=O)c1cccs1	12
Cc1ccc(NC(=O)COC(=O)c2ccc(C)c(S(=O)(=O)N3CCOCC3)c2)cc1	-3
C[C@@H]1CCCCO[C@H](CN(C)C(=O)C2CCCCC2)[C@H](C)CN([C@H](C)CO)C(=O)c2cc(NS(=O)(=O)c3ccccc3)ccc2O1	19[25 µM]
C[C@@H]1CCCCO[C@H](CN(C)Cc2ccc(Cl)c(Cl)c2)[C@@H](C)CN([C@@H](C)CO)C(=O)c2cc(NC(=O)Nc3cccc4ccccc34)ccc2O1	15
OCCOCCOc1cccc2[nH]ccc12	5
CCOC(=O)C1=C(c2ccccc2)NC(SC)=C(C#N)C1c1ccco1 (stereo unspecified)	9
COc1ccc2c3c(n(C)c2c1)[C@@H](CO)N(CC1CC1)CC31CCN(C(=O)c2cccc(F)c2)CC1	-4[25 µM]
O=C(O)[C@H]1[C@H](CO)[C@H]2Cn3c(ccc(-c4cncnc4)c3=O)[C@H]2N1C(=O)C1CCC1	-1[25 µM]
Cc1ccc(OCC(=O)N2CCCC(CCC(=O)N(C)CCc3ccccn3)C2)cc1 (stereo unspecified)	10
Cc1ccc(C)c(NC(=O)CNS(=O)(=O)c2ccccc2)c1	26

Reformatted with each value named: part of the list above
Cc1ccc(NC(=O)COC(=O)c2ccc(C)c(S(=O)(=O)N3CCOCC3)c2)cc1
  CD40 NFkB inh = -3
C[C@@H]1CCCCO[C@H](CN(C)C(=O)C2CCCCC2)[C@H](C)CN([C@H](C)CO)C(=O)c2cc(NS(=O)(=O)c3ccccc3)ccc2O1
  CD40 NFkB inh = 19[25 µM]

Going on with the list.
SMILES	CD40 NFkB inh
CN(CC(=O)Nc1cccc(F)c1)C(=O)c1cc([N+](=O)[O-])ccc1N1CCCCC1	11
COc1ccc(C2(c3ccc(OC)cc3)NC(=O)N(CC(=O)N3CCOCC3)C2=O)cc1	-3
Cc1occc1C(=O)Nc1ccc2c(c1)OCCO2	4
O=C(CN(Cc1ccco1)C(=O)c1nsc(Cl)c1Cl)NC1CCCCC1	0
COC(=O)N(C)C[C@@H]1OCc2ccccc2-c2c(n(C)c3ccccc23)C(=O)N([C@@H](C)CO)C[C@@H]1C	-6
CCc1nc(N)c(C#N)c(-c2cccc3ccccc23)c1C	4
CC(C)COC(=O)C1C(=O)CC(C)(O)C(C(=O)OCC(C)C)C1c1cccnc1 (stereo unspecified)	9
C#CC1(NC(=O)NC(C)C)CCCCC1	0
CC(=O)Nc1ccc(S(=O)(=O)N(C)CC(=O)NNC(=O)Cc2nc3ccccc3n2C)cc1	4
Cc1ccn2c(Nc3ccc4c(c3)OCO4)c(-c3ccc(O)cc3)nc2c1	-15
Nc1ccc(-c2ccc(N)c([N+](=O)[O-])c2)cc1[N+](=O)[O-]	-14
C/C=C/c1ccc([C@H]2[C@@H](CN(C)C(=O)C3CC3)N(C(=O)CC)[C@H]2CO)cc1	21
O=C(Nc1ccccc1)N1CC(=O)N2[C@H](C1)[C@@H](c1ccc(C#CC3CCCC3)cc1)[C@@H]2CO	12
O=C(c1cc(COc2c(F)cccc2F)on1)N1C[C@H]2CC[C@H]1C2	-41
NC(=O)C1CCN(C(=O)C2c3ccccc3C(=O)N3CCc4ccccc4C23)CC1 (stereo unspecified)	6
O=C(NC(=S)Nc1ccc(N2CCN(C(=O)c3ccccc3)CC2)cc1)c1cccs1	-7
CC(=O)N(C)C[C@@H]1Oc2ccc(NC(=O)NC(C)C)cc2C(=O)N(C)C[C@H]1C	9
O=C(CCn1c(=O)oc2ccc(Cl)cc21)N1CCN(Cc2ccccc2)CC1	8
O=S(=O)(c1ccc(F)cc1)N1[C@@H]2CNC[C@H]1C2c1ccc(-c2ccccc2)cc1 (stereo partly specified)	-15&-4
CNC[C@H]1Oc2ccc(NS(=O)(=O)c3c(C)noc3C)cc2CC(=O)N([C@H](C)CO)C[C@H]1C	-8
C[C@H](CO)N1C[C@H](C)[C@H](CN(C)Cc2ccc(C(F)(F)F)cc2)Oc2ccc(NC(=O)CCN3CCOCC3)cc2C1=O	-1[25 µM]
CSc1nc(-c2ccccc2)nc(N2CCOCC2)c1C(C)=O	-7
CC1(C)CC2CC(C)(CN2C(=S)Nc2ccccc2F)C1 (stereo unspecified)	24
CCC(C)NCCOCCOc1ccccc1-c1ccccc1 (stereo unspecified)	10
CCCNC(=O)N1[C@H](C#N)[C@H](c2ccc(C#Cc3cccc(F)c3)cc2)[C@H]1CO	77*[25 µM]
CCn1c(SCc2ccccc2)nc2c(c1=O)SCC2	10

3 consecutive records from above:
SMILES	CD40 NFkB inh
CCC(C)NCCOCCOc1ccccc1-c1ccccc1 (stereo unspecified)	10
CCCNC(=O)N1[C@H](C#N)[C@H](c2ccc(C#Cc3cccc(F)c3)cc2)[C@H]1CO	77*[25 µM]
CCn1c(SCc2ccccc2)nc2c(c1=O)SCC2	10

Only part of the results is shown. The share of hits here may be higher or lower than overall.
